Bioassay records as filed in PubChem BioAssay.
pCIP destab – p/CIP protein destabilization | Q05BA5 | F442A p/CIP-EGFP cells, EGFP fluorescence, 16 h | decrease of EGFP signal, % at 10 µM | actives 0.01% (n = 290,000) | AID 1984;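 active means EGFP signal decrease of at least 30% at 10 µM or well 3 SD below plate mean, unless failing retest; inactive means the rest, including hits failing retest or dose response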; further: some compounds called inactive have numbers as strong as hits; many of its hits are not listed in these tables
CRFBP-R2 agonist – CRF-BP/CRF-R2 complex agonism | AID 588473 | actives 0.46% (n = 350,000) | activation, % at 13.2 µM | HEK293 CRF-R2/CRF-BP, calcium dye fluorescence (FLIPR); percent of saturating CRF peptide response;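 active means activation of at least 50%, plus an integration ratio under a set limit after plate pattern correction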;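 further: plate controls were neutral control wells without compound for no effect and CRF at EC100 for full effect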
GalR3 antag – antagonists of human GalR3; O60755; AID 651719; actives 0.44% (n = 360,000); HEK293 GalR3-CNG cAMP membrane potential fluorescence; galR3 body fused to GalR1 C-terminus; inhibition, % at 3 µM;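 active means inhibition above the screen-wide average plus 3 SD, cut at about 13% in these data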;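 further: forskolin and galanin both at EC90 stimulate the cells; cAMP rise reported by CNG channel membrane potential dye signal; 0% = forskolin plus galanin with DMSO and 100% = forskolin alone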
Target sequence (O60755 1-299 limits assumed): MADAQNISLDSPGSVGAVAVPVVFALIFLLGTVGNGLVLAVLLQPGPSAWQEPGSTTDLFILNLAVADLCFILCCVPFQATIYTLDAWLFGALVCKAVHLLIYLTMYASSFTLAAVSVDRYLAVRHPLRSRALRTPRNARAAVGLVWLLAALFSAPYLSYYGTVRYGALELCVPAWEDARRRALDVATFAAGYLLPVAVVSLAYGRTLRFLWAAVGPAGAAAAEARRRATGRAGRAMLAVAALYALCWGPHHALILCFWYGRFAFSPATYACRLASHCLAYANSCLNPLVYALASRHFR
CRFBP-R2 block – CRF-BP/CRF-R2 complex antagonism; actives 0.59% (n = 350,000); HEK293 CRF-R2/CRF-BP, CRF-induced calcium fluorescence; inhibition, % at 11.8 µM; AID 588475;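 active means inhibition of the ligand-induced calcium signal above about 50% at the single tested concentration, limit read from the data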
PHOSPHO1 block – blocks human PHOSPHO1 phosphatase activity. recombinant PHOSPHO1, absorbance phosphatase assay. actives 1.1% (n = 290,000). inhibition, % at 13.3 µM. Q8TCT1. AID 1565; in the data active means inhibition above about 60%
Target sequence (Q8TCT1 whole entry, looked up): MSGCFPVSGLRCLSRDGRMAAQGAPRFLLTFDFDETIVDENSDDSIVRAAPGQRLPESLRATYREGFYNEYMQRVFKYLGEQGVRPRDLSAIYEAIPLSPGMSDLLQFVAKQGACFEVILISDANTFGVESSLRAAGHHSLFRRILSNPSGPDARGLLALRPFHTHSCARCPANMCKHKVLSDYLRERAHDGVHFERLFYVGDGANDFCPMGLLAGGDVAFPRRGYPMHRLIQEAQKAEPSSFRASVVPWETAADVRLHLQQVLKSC
M4 PAM – positive allosteric modulators of human muscarinic M4 receptor; P08173; CHO-K1 hM4/Gqi5, Fluo-8 calcium fluorescence, ACh EC20; 0% = ACh EC20, 100% = maximal ACh; activation, % at 3 µM; actives 0.4% (n = 360,000);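 active means activation above its plate's cutoff, the mean activation of sample wells plus 3 SD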; further: some results filed as inactive read as strong as hits
Target sequence (P08173 whole entry, looked up): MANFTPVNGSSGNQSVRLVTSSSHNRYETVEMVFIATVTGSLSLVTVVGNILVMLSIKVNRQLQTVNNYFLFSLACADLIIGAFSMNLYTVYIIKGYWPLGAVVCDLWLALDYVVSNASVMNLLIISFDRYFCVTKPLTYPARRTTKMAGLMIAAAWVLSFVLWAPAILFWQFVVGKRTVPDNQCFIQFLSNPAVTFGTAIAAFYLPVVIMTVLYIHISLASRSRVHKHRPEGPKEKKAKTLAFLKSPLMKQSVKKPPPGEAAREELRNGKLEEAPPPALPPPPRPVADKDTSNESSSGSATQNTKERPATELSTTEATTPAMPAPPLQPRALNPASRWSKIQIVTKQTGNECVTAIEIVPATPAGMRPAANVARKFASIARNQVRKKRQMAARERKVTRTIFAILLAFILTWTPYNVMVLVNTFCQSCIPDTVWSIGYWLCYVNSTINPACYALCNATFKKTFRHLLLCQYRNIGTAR
MEKK3 PB1 HTS – modulators (inhibitors or enhancers) of MEK5 binding to human MEKK3 PB1 domain. Q99759. AID 1529. binding response (% of control), % at 10 µM. bead-based flow cytometry, Alexa488-MEK5 binding to MEKK3; actives lie on both sides; 0 = blocked by unlabeled MEK5, 100 = vehicle. actives 1.4% (n = 290,000);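 active means binding response more than 3 SD above or below the average of its plate-row segment, actives on both sides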;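 further: Alexa488 bead fluorescence after subtracting the streptavidin-only scavenger bead signal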
IDE inh – inhibits human insulin-degrading enzyme in HEK cells; FAbetaB cleavage, fluorescence polarization; inhibition, % at 5.59 µM; actives 0.41% (n = 320,000); AID 434962;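 active means percent inhibition above the average of all tested compounds plus 3 SD, set per screening campaign, cut at about 16% in these data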;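 further: IDE supplied by intact live HEK cells; FP after avidin binding of uncleaved biotin substrate so inhibition keeps polarization high; 0% = DMSO wells and 100% = 60 µM reference IDE inhibitor Ii1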
IDE cell activ – boosts human insulin-degrading enzyme activity in HEK cells; FAbeta-B cleavage, fluorescence polarization; 0% vehicle, 100% cell-free pure enzyme wells; P14735; activation, % at 5.96 µM; actives 0.073% (n = 340,000); AID 493087;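 active means activation above the mean of all tested compounds plus 3 SD, set per screening campaign, cut at about 17% in these data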
* hit, by the source's call; . = no result given; & = joins results of further samples; ! = repeats disagree. Compounds were not picked by outcome. Share with any hit: about 4.2%.

SMILES	pCIP destab	CRFBP-R2 agonist	GalR3 antag	CRFBP-R2 block	PHOSPHO1 block	M4 PAM	MEKK3 PB1 HTS	IDE inh	IDE cell activ
CCCCOc1ncnc2c1[nH]c1ccccc12	-18.9	-0.7	-6.4	-5.5	-0.7	-12.9	93.0	7.4	-9.9
O=C1CN(CC(=O)Nc2cccc(Cl)c2Cl)c2ccccc2N1	-1.4	3.7	-3.7	-8.4	52.7	10.2	98.0	-1.7	5.3
CCN(CC(=O)Nc1ccc2c(c1)OCCO2)S(=O)(=O)c1cccs1	-13.7	1.2	0.7	-21.9	9.5	-8.6	102.0	4.8	1.5
COc1ccc(-c2nnc(NC(=O)c3cc(C)on3)s2)cc1	-7.5	7.0	1.8	6.0	-3.4	5.1	89.0	-0.1	6.2
Cc1cc(=O)oc2cc(NC(=S)NCc3ccccn3)ccc12	0.8	-1.4	4.9	-2.3	38.9	-4.7	97.0	6.3	0.1
COc1cc2ccc(=O)oc2cc1O	.	3.5	0.3	4.3	.	11.3	.	-3.6	0.1
COc1ccc(/C(C)=N/NC(=O)Cc2c(C)nc(C)[nH]c2=O)cc1	-19.8	1.7	-3.8	-3.6	14.0	12.8	97.0	6.9	3.0
C/C(=N\NC(=O)Cc1ccccc1Cl)c1cccnc1	2.1	0.2	2.1	16.9	19.8	-8.2	102.0	-6.3	8.1
Cc1cc(C)c2nc(-c3ccccn3)cc(C(=O)Nc3ccc(S(=O)(=O)Nc4cc(C)on4)cc3)c2c1	-3.3	-2.0	-3.2	30.2	35.4	-2.9	101.0	5.0	4.2
Cc1cccc(C)c1NC(=O)CN(C)CC(=O)Nc1ccccc1Br	-5.5	1.2	-3.3	13.0	34.3	-2.6	104.0	3.6	6.2
CC(Sc1nnc(-c2ccccc2F)n1N)C(=O)NCC1CCCO1 (stereo unspecified)	.	0.3	-1.7	20.5	.	9.8	.	-7.5	5.0
Cc1cc(C)c(C#N)c(N2CCN(Cc3ccccc3)CC2)n1	-5.5	0.7	-3.3	-7.4	7.8	-9.7	99.0	-3.1	8.2
O=S(=O)(c1cccc(Br)c1)N1CCN(C(=S)NCC2CCCO2)CC1 (stereo unspecified)	.	0.4	-0.7	-3.7	.	7.0	.	4.6	5.3
O=S(=O)(c1ccc(Cl)cc1)c1nc(-c2ccccc2F)oc1NCCN1CCOCC1	-3.7	0.1	.	-1.7	56.2	-4.2	111.0	7.0	3.8
COc1ccccc1Nc1nc(-c2ccc3c(c2)NC(=O)CO3)cs1	-22.2	-2.1	-1.9	-29.3	19.2	-0.1	104.0	-1.2	1.1
Oc1ccc(/C=N/Nc2cc(N3CCOCC3)nc(N3CCOCC3)n2)cc1	.	-1.1	-1.4	-2.6	.	-4.2	104.0	-5.5	6.0
O=S(=O)(c1ccc(F)cc1)N1CCC2(CC1)OCCN2S(=O)(=O)c1cccs1	.	1.9	-6.9	-5.7	.	-3.9	.	7.3	4.0
COc1ccc(C(CNC(=O)CNC(=O)c2ccccc2)N2CCCC2)cc1 (stereo unspecified)	.	0.2	-2.3	6.8	.	14.6	.	-1.6	6.7
Cc1ccc2c(c1)c(C1=c3ccccc3=NC1=O)c(O)n2C	9.3	-0.8	-3.3	2.6	.	-2.0	103.0	8.1	-0.3
CC(C)(C)NC(=O)C(c1cccs1)N(Cc1ccc(F)cc1)C(=O)c1csnn1 (stereo unspecified)	-3.1	-1.8	-2.2	0.4	54.1	-0.6	104.0	2.0	0.6

The closing three compounds of the section before lead into the next:
SMILES	pCIP destab	CRFBP-R2 agonist	GalR3 antag	CRFBP-R2 block	PHOSPHO1 block	M4 PAM	MEKK3 PB1 HTS	IDE inh	IDE cell activ
COc1ccc(C(CNC(=O)CNC(=O)c2ccccc2)N2CCCC2)cc1 (stereo unspecified)	.	0.2	-2.3	6.8	.	14.6	.	-1.6	6.7
Cc1ccc2c(c1)c(C1=c3ccccc3=NC1=O)c(O)n2C	9.3	-0.8	-3.3	2.6	.	-2.0	103.0	8.1	-0.3
CC(C)(C)NC(=O)C(c1cccs1)N(Cc1ccc(F)cc1)C(=O)c1csnn1 (stereo unspecified)	-3.1	-1.8	-2.2	0.4	54.1	-0.6	104.0	2.0	0.6
O=C1CC(N2CCN(c3ccccn3)CC2)C(=O)N1c1ccc(F)cc1 (stereo unspecified)	3.9	3.5	2.5	-18.6	3.5	2.8	106.0	3.8	.
Cc1cc(C)c(C)c(OCCCN(C)C)c1	-13.4	1.7	0.9	8.4	16.5	-0.6	107.0	8.4	3.2
O=c1cc(CN2CCN(S(=O)(=O)c3ccccc3[N+](=O)[O-])CC2)nc2sccn12	-3.5	-0.2	-0.8	-3.1	36.0	3.9	101.0	5.2	4.5
CCOc1cc(C2C(C#N)=C(N)OC3=C2C(=O)CC(C)(C)C3)cc([N+](=O)[O-])c1O (stereo unspecified)	8.4	4.5	-0.4	-14.9	-24.1	0.1	101.0	-3.1	5.0
Cc1ccc2c(c1)C=CC(C#N)N2C(=O)Oc1ccccc1 (stereo unspecified)	.	1.0	-6.5	-6.5	.	-3.5	.	.	.
N#Cc1ccc(S(=O)(=O)N2CCc3[nH]c4ccc(F)cc4c3C2)cc1	2.0	-0.7	0.9	-11.3	-10.4	-0.8	82.0	2.0	6.8
O=C(COC(=O)/C=C/c1ccccc1Cl)NCc1ccco1	4.3	-8.9	-3.8	20.5	12.3	7.1	94.0	-2.5	1.7
COc1cc(/C(C)=C/c2ccccc2)c2c(c1)oc1ccccc12	2.4	.	.	.	9.6	.	104.0	3.1	.
Cc1cn(C2OC[C@@H](O)[C@@H]2CO)c(=O)[nH]c1=O (stereo partly specified)	8.6	2.4	-10.2	-1.5	28.6	-2.1	105.0	-1.1	0.7
COC(=O)c1ccc(NC(=O)CCN2CCOCC2)cc1	-13.2	-0.6	-1.9	5.2	39.0	-2.8	100.0	7.2	4.7
COC(=O)C1=C(C)N(Cc2ccccc2)C(=NCC2CC2)N[C@H]1c1ccccc1	.	2.6	-6.2	7.9	.	-4.6	.	3.6	-2.2
Cc1nc2ccc(C(=O)OCC(=O)N(C)c3ccccc3)cc2nc1C	.	-0.9	-4.2	-6.1	.	1.0	.	.	-0.3
CCOC(=O)/C(C#N)=C/c1cc(C)n(-c2ccccc2)c1C	-5.3	-1.3	-1.5	15.1	13.8	4.8	96.0	2.8	4.2
COc1cc(/C=C/c2ccc3cccc(OC)c3n2)c(OC(C)=O)c([N+](=O)[O-])c1	-5.6	-1.8	-4.1	11.9	17.9	-5.6	98.0	-7.3	-5.7
O=C(CSc1nc(O)cc(=O)[nH]1)N1c2ccccc2Sc2ccccc21	-8.1	1.0	1.9	16.1	28.8	-2.4	103.0	-0.1	.
COC(=O)[C@H](Cc1ccccc1)NC(=O)C1(OC(C)=O)CC(OC(C)=O)C(OC(C)=O)C(OC(C)=O)C1 (stereo partly specified)	-2.7	-0.1	-5.9	3.4	15.9	-2.5	99.0	-0.4	2.4
CCOC(=O)c1cnn(Cc2ccccc2)c1N	-1.8	0.7	-1.4	-3.8	1.1	-1.8	97.0	2.8	-1.2
O=C(CSc1nnc(-c2ccc(Cl)s2)o1)N1CCc2ccccc21	-3.5	.	.	.	8.6	.	103.0	-3.2	.
CCOC(=O)c1ccc(N=c2sc(C(=O)OC)cc(=O)n2CCCN2CCOCC2)cc1	-10.1&-9.2	-1.8&3.7	.	56.9*!	15.2&-5.1	-12.8&-10.2	103.0&65.0	-4.2&5.9	5.8&-1.9
O=C(Nc1cccnc1)c1ccc2c(c1)C(=O)N(Cc1cccnc1)C2=O	4.0	-2.9	-1.1	-15.5	11.4	2.3	100.0	-4.3	-5.8

SMILES	pCIP destab	CRFBP-R2 agonist	GalR3 antag	CRFBP-R2 block	PHOSPHO1 block	M4 PAM	MEKK3 PB1 HTS	IDE inh	IDE cell activ
COc1cc(-c2nnc(NC(=O)c3ccco3)o2)cc(OC)c1OC	.	0.1	-1.1	11.9	.	-1.4	.	1.0	6.1
Cc1cc(Cl)cc(Cl)c1OCCOc1cccc2cccnc12	15.0	1.0	-5.5	0.4	11.3	-7.5	108.0	-2.5	9.1
CC(C)=CCCC1=CCC(/C(C)=N/NC(N)=O)CC1 (stereo unspecified)	-11.8	-3.7	.	7.7	37.0	10.9	107.0	-2.8	9.1
Cn1cc(CN2CCC(n3nccc3NC(=O)Cc3ccccc3)CC2)cn1	5.7	0.2	-2.5	-0.9	42.6	2.2	102.0	-1.1	-2.0
CCOC(=O)N1CCC(Nc2c(NCCCN(CC)c3cccc(C)c3)c(=O)c2=O)CC1	2.4	0.4	11.7	10.7	-1.3	-8.4	102.0	6.4	2.6
O=C(CN1C(=O)NC(CCc2ccccc2)C1=O)NC1CC1 (stereo unspecified)	-1.1	-1.3	-4.5	-2.4	-17.5	1.9	85.0	-3.2	3.0
CN(C)C(CNC(=O)CSc1nc2sc3c(c2c(=O)n1C)CCC3)c1ccccc1 (stereo unspecified)	.	-1.0	-4.6	5.1	.	2.5	.	-2.8	-3.1
COc1ccc(C(=O)Nc2cc(-c3nn4c(C)nnc4s3)ccc2C)cc1	-10.1	-0.7	0.8	-22.5	-6.6	4.2	105.0	-0.4	-1.5
O=C(OCC(=O)N1CCCC1=O)c1cccc([N+](=O)[O-])c1	-31.9	3.3	-2.3	-7.4	33.5	-3.4	92.0	6.8	2.8
CCC1(C)Cc2nc(Cl)c(C#N)cc2CO1 (stereo unspecified)	-10.1	-3.3	-5.7	11.7	27.4	0.3	103.0	0.6	4.7
CCCc1cc(=O)[nH]c2nnc(SCC(=O)NCc3ccc4c(c3)OCO4)n12	.	2.2	-1.4	7.9	.	1.1	.	3.9	-1.5
CCN(CC)S(=O)(=O)c1ccc(C(=O)OCCNC(=O)c2cccnc2)cc1	-5.4	3.0	4.5	4.2	15.9	8.9	99.0	-0.5	0.6
O=[N+]([O-])c1cc(Br)c2nsnc2c1N1CCOCC1	-1.8	21.3	-3.3	-15.6	49.9	1.3	102.0	1.7	3.4
O/N=C/c1cccnc1Sc1ccccc1	-7.0	-2.4	-5.3	-17.7	4.0	0.7	103.0	0.8	3.6
COc1ccc(C(c2c(O)nc[nH]c2=O)c2c(O)nc[nH]c2=O)cc1	-1.3	0.7	0.9	3.8	-0.8	.	104.0	6.4	.
O=C(O)c1cc(S(=O)(=O)NC2CCCc3ccccc32)ccc1O (stereo unspecified)	-9.1	1.5	-7.2	-3.9	32.0	1.0	102.0	-0.5	2.9
Cc1oc(/N=C/c2ccc(F)cc2)c(C#N)c1C	-9.0	0.9	-4.1	-0.3	19.2	-6.7	105.0	.	-1.2
COc1nnc(-c2ccc(C)c(S(=O)(=O)NC(C)C)c2)c2ccccc12	-20.3	-0.8	-5.2	-6.4	14.1	0.4	102.0	5.2	1.5
CC1(C)CC(=O)C=C(N=CC2=C(O)CC(C)(C)CC2=O)C1	0.8	1.4	-4.5	-1.0	-40.9	4.4	87.0	-0.9	3.5
COc1ccccc1NC(=O)C1C2C=CC(C2)C1C(=O)NCc1cccnc1 (stereo unspecified)	-6.7	0.1	-9.1	15.9	22.9	-4.7	102.0	-2.9	3.6
